# Screens deposited in PubChem by National Center for Advancing Translational Sciences (NCATS).
# KAT2A inh: GCN5L2 (KAT2A) acetyltransferase inhibition. Q92830. GCN5L2 HAT assay, ThioGlo1 CoA-SH fluorescence. Potency, µM (titrated, usually from 58.9 µM), for the others: at the top dose activity change, negative = inhibition, actives largely listed as inhibitors. 390,000 tested, 0.21% active; active means well fitted inhibition curve with a large enough effect; inconclusive means small, poorly fitted or top-dose-only effect, or another doubt; inactive means no such curve, though single readings can be large or run the other way
# Target sequence (Q92830 whole entry, looked up): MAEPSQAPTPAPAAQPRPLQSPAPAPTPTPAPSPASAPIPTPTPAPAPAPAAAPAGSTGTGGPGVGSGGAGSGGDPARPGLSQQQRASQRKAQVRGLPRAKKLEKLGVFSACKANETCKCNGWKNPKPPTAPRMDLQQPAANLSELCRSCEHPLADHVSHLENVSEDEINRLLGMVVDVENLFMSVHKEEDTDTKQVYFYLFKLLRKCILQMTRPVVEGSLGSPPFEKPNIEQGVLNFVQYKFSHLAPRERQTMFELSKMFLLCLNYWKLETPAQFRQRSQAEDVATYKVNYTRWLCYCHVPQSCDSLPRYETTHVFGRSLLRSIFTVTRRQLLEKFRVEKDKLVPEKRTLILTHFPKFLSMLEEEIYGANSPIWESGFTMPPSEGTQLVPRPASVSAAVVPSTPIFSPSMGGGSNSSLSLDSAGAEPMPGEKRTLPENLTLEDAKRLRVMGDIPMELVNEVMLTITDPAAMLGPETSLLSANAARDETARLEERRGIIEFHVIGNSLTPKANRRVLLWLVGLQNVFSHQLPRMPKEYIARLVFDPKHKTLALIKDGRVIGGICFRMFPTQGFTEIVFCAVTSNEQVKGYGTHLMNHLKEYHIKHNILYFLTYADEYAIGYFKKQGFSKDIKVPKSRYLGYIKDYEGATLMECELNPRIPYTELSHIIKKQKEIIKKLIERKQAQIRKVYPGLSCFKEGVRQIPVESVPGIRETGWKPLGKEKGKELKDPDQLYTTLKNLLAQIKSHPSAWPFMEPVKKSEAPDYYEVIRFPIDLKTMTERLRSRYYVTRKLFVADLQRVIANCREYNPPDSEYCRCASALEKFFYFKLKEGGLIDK
#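 qHTS, 1536-well. 20nM enzyme, pH 7.5 HEPES/EDTA/Tween-20 buffer; 15 min compound preinc., RT. Start: 75uM H3(1-25), 70uM AcCoA, 50uM ThioGlo1. Read Ex340/Em540 at t=0 (autofluorescence flag) and t=20 min.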
# An asterisk follows results filed as active; ? = inconclusive; & = joins results of further samples; [ ] = remark or other dose. On the % scale 0 is the no-effect control and ±100 the full control effect; potency means the concentration at half of the fitted maximal effect. Some of the compounds tested, so the mix of outcomes need not match the whole.
mol	KAT2A inh
CN1CCc2c(sc(NC(=O)c3ccc(S(=O)(=O)N4CCc5ccccc54)cc3)c2C(N)=O)C1	-13.8%
CC(=O)NC1C(O)O[C@H](C(=O)O)[C@@H](O)[C@@H]1O (stereo partly specified)	-22.4%
O=C(NC1CCCCC1)c1ccc(Cl)c(NC(=O)c2ccccc2F)c1	-4.7%
CCCCNc1c(N)n(CCCC)c(=O)[nH]c1=O	-3.5%
OC[C@@H](O)C(O)[C@@H](O)CO (stereo partly specified)	-17.0%
O=C(Nc1cc2c(cc1C(=O)c1cccc(Br)c1)OCCO2)c1ccccc1F	-10.7%
COC(=O)CSc1nc2sc3c(c2c(=O)n1-c1ccc(C)cc1)CC(C(C)C)OC3 (stereo unspecified)	3.2%
CC(C)(C)C(=O)[C@@H]1[C@@H]2C(=O)N(Cc3ccccc3)C(=O)[C@@H]2[C@H]2c3ccccc3C=CN12	-12.0%
COc1ccc(CCn2c(C)ccc2C)cc1OC	-2.5%
Cc1ccc2c(c1)C(=O)OC(C(=O)Nc1ncc(Cc3ccc(Cl)cc3)s1)C2 (stereo unspecified)	-7.7%
C#CCOCCOCCOCCNc1nc(N2CCN(C(=O)[C@H](Cc3cc4ccccc4[nH]3)n3cc([C@@H](N)C(C)CC)nn3)CC2)nc(N2CCN(C(=O)[C@H](Cc3cc4ccccc4[nH]3)n3cc([C@@H](N)Cc4ccc(O)cc4)nn3)CC2)n1 (stereo partly specified)	2.2%
COc1ccc(N2C(=O)N(Cc3cccc(F)c3)c3ccccc3S2(=O)=O)cc1	-2.1%
CC(C)=CCC/C(C)=C/CCC(C)NCCN1CCNCC1 (stereo unspecified)	-9.7%
C[C@H]1CN(S(=O)(=O)c2ccc3c(c2)OCCO3)CCN1S(=O)(=O)c1c(F)cccc1F	-5.5%
O=C1CC(c2ccccc2Cl)c2c(sc3c(=O)[nH]c(CCl)nc23)N1 (stereo unspecified)	-8.5%
COc1ccc(/C(C)=N\NC(=O)c2ccc3c(c2)OCO3)cc1OC	-5.6%
COc1ccc(COC(=O)c2ccc3c(=O)n4c(nc3c2)CCC4)cc1F	0.6%
CN(C)c1cccc(-c2csc(N3CCC(C(N)=O)CC3)n2)c1	1.8%
Cc1ccnc(NC(=O)CCCOc2ccc(Cl)cc2C)c1	-4.4%
O=C1C=CC(=O)N1c1ccc(Sc2ccc([N+](=O)[O-])cc2)cc1	?
Cc1nn(C)cc1CNC(=O)C1C2CCC(O2)C1C(=O)O (stereo unspecified)	-13.3%
COc1ccc(/C=N/n2cnc3c([nH]c4ccccc43)c2=O)cc1COc1ccccn1	-5.2%
COc1cc(NC(=O)C2CCCN(S(=O)(=O)c3ccc4c(c3)CCCC(=O)N4)C2)cc(OC)c1 (stereo unspecified)	5.8%
CCOc1ccc(NC(=O)CN2CCC(NC(=O)C3CCCCC3)CC2)cc1	-5.4%
COc1ccc(NC(=O)C2CCN(S(=O)(=O)c3ccc4c(c3)CCCC(=O)N4)CC2)cc1OC	18.6%
CN(C)/C=N/c1c(C#N)cnn1-c1ccc(F)c(Cl)c1	-11.7%
CN(CCO)c1nc(N)c2c(N)nc3c(c2c1C#N)CC(=O)N3C1CCCC1	-14.9%
COc1ccc(O[C@H]2C=C[C@@H](c3ccccc3)O[C@@H]2COC(=O)CC/C(C)=N/OC[C@@H](O)COCc2ccco2)cc1	-10.6%
COc1ccc(NC(=O)C2CCN(S(=O)(=O)c3cccc4cccnc34)CC2)cc1OC	0.6%
CCc1ccc(NC(=S)NNC(=O)c2ccccc2OC(F)F)cc1	-0.3%

# Fetched by structure from the list above, 2 records:
mol	KAT2A inh
COc1ccc(O[C@H]2C=C[C@@H](c3ccccc3)O[C@@H]2COC(=O)CC/C(C)=N/OC[C@@H](O)COCc2ccco2)cc1	-10.6%
COc1ccc(/C=N/n2cnc3c([nH]c4ccccc43)c2=O)cc1COc1ccccn1	-5.2%

# Remaining list, next part
mol	KAT2A inh
CCOC(=O)c1c(N)n(-c2cccc(OC)c2)c2nc3ccccc3nc12	-5.0%
CC(C)[C@H](NC(=O)[C@@H](Cc1c[nH]c2ccccc12)NC(=O)[C@H](Cc1ccc(O)cc1)NC(=O)[C@@H](N)CC(=O)O)C(=O)N[C@H](Cc1c[nH]c2ccccc12)C(=O)N[C@H](Cc1c[nH]c2ccccc12)C(=O)N[C@@H](CCCCN)C(N)=O	-2.1%
CCOc1ccc(Nc2sc(C(=O)c3ccc(F)cc3)c(N)c2S(=O)(=O)c2ccc(C)cc2)cc1	1.4%
COc1ccc([C@@H]2CC(=O)c3c(O)cc(O[C@@H]4O[C@H](CO)[C@@H](O)[C@H](O)[C@H]4OC4O[C@@H](C)[C@H](O)[C@@H](O)[C@H]4O)cc3O2)cc1O (stereo partly specified)	4.9%
COc1ccc2cc(CNc3ccc(C)cc3)c(=O)n(CC(=O)Nc3ccc(OC)c(Cl)c3)c2c1	-4.0%
CC(C)(C)NC(=O)CN(Cc1ccc2c(c1)OCO2)C(=O)CNC(=O)c1cccs1	-6.3%
CCOC(=O)C1CCN(C(=O)c2cn(-c3ccccc3)nc2-c2cccnc2)CC1	-14.5%
COc1cc2c(cc1OC)C(c1cc3cccc(C)c3[nH]c1=O)N(C(=O)c1ccco1)CC2 (stereo unspecified)	-1.6%
c1ccc2c(c1)CC(N1CCN(c3cccc4c3OCCO4)CC1)C2	-2.8%&-22.9%
Cc1ccc2c(C(=O)CN3CC(C)CC(C)C3)c(C)[nH]c2c1 (stereo unspecified)	-0.1%
O=C1NC(Cc2ccccc2)c2nc3cc(F)ccc3c(=O)n2-c2cc(Cl)ccc21 (stereo unspecified)	2.0%
CCCCc1ccc(NC(=O)COc2ccc(C(=O)Nc3ccccc3C)cc2)cc1	-0.8%
CCc1nnc(NC(=O)CSc2ccc(-c3ccc(F)cc3)nn2)s1	-6.1%
COc1ccc2c(c1)C(c1ccc(C)cc1)CC(=O)O2 (stereo unspecified)	-5.5%[88.6 µM]
Cn1c(SCC(=O)Nc2cc(=O)n(C)c(=O)n2C)nnc1-c1cccs1	?
CC[C@H](C)[C@H](NC(=O)[C@@H]1CCCN1C(=O)[C@H](Cc1cnc[nH]1)NC(=O)[C@@H](NC(=O)[C@H](Cc1ccc(O)cc1)NC(=O)[C@@H](NC(=O)[C@H](CCCN=C(N)N)NC(=O)CNC)C(C)C)[C@@H](C)CC)C(=O)O	-15.4%
O=C(O)c1ccccc1-c1c2ccc(=O)cc-2oc2cc(O)ccc12	?
COc1cc(C2NC(=O)N(C)C3=C2C(=O)N(c2cccc(Cl)c2)C3)ccc1O (stereo unspecified)	3.9%
CN(C)c1ccc(CNCCC2CCOC(C)(C)C2)cc1 (stereo unspecified)	-0.1%
Cc1c(C)c2c(c(C)c1O)CC[C@@](C)(CCC[C@@H](C)CCC[C@@H](C)CCCC(C)C)O2	-4.9%[21.4 µM]
CC(C)(C)C(C(Oc1ccc(Cl)cc1)n1cncn1)n1nnnc1C(c1cccc(Cl)c1)N1CCCCC1 (stereo unspecified)	-12.9%
CCOc1ccccc1CNc1ncnc2ccc(-c3c(C)noc3C)cc12	1.3%&-7.4%
Cc1cc(=O)[nH]c2c(C)c(Cl)ccc12	-2.8%
CCCn1c2c(c(O)c(C(=O)Nc3ccccn3)c1=O)CCCC2	-1.0%
NC(=O)C1CCN(c2nc(-c3ccccc3C(F)(F)F)cs2)CC1	-4.7%&-2.4%
COc1ccc(C)cc1NC(=O)c1ccc(-c2ccc(C(C)=O)cc2)o1	-6.9%
CCCC[C@H](CC)CN1CN(C[C@@H](CC)CCCC)CC(C)(N)C1	?
CNC1C(O)C(OC2C(N)CC(N)C(OC3OC(CN)=CCC3N)C2O)OCC1(C)O (stereo unspecified)	-4.1%
O=C(NCCc1ccc(Cl)cc1)c1cc2c(s1)-c1ccccc1OC2	-19.4%
Cc1ccc(C(=O)c2sc(Nc3ccccc3)c(S(=O)(=O)c3ccccc3)c2N)c(C)c1	-4.1%
Cc1ccc(-c2nc(C)c(CCNC(=O)C(=O)Nc3ccc4c(c3)OCCO4)s2)cc1	-2.6%
CCOc1ccc(NC(=O)CN2CCSc3ccc(S(=O)(=O)N4CCCC4)cc32)cc1	2.4%
O=c1[nH]c2cc(Cl)ccc2c(O)c1-c1ccc(Oc2ccccc2)cc1	?
CCOC(=O)c1nnn(-c2nc(OC)nc(N3CCCCC3)n2)c1-c1ccccc1	-0.6%
Cc1sccc1C1C(C#N)=C(N)SC(N)=C1C#N	-12.6%
CC(=O)c1cccc(NC(=O)c2nc(-c3ccc(C)cc3)n3c2CCCCC3)c1	-0.8%
O=C1[C@@H]2Cc3c([nH]c4ccccc34)[C@@H](c3ccccc3)N2C(=O)[C@@H]2Cc3c([nH]c4ccccc34)[C@@H](c3ccccc3)N12	1.1%
Cc1cc(=O)oc2cc(NC(=O)[C@H](CCCCN)NC(=O)[C@H](CC3CCCCC3)NC(=O)OCC3c4ccccc4-c4ccccc43)ccc12	39.5%[activator]
CCc1ccc(OCC(=O)N/N=C2\CC(=O)c3ccccc32)cc1	-0.2%
COc1ccc([C@]23Cc4c(ccc5ccccc45)C(O2)C2=C(CC4(CCCCC4)OC2=O)O3)cc1	-23.6%[12.7 µM]
Nc1nonc1C(=O)NCCNCc1ccccc1F	-3.1%
CSC1=C(C#N)C(c2cccs2)CC(=O)N1C (stereo unspecified)	-9.8%
CCn1c2ccccc2c2cc(C3C(C#N)=C(N)OC4=C3C(=O)CC(C)(C)C4)ccc21 (stereo unspecified)	-8.3%
O=C(O)c1ccc2c(c1)C(=O)N([C@H](Cc1ccccc1)C(=O)O)C2=O	3.0%
O=C1OC2C[C@H]1[C@@H]1C(=O)N(Cc3ccccc3)CCC1C2I (stereo partly specified)	16.4%
N#CC1=C(N)C(C#N)(C#N)C(c2cccnc2)C2CCCC=C12 (stereo unspecified)	-10.0%
O=C(OCCC1Oc2cccnc2NC1=O)c1ccc([N+](=O)[O-])cc1 (stereo unspecified)	-7.5%
CN1CCC2(CCN3CCc4c(oc5ccccc45)C3C2)N(C)C1=O (stereo unspecified)	-4.3%
ONc1cccnc1-n1nc(C(F)(F)F)cc1C(F)(F)F	-0.9%
CC(=O)Nc1nc2c(c3c1c(=O)oc1ccccc13)CC(C)CC2 (stereo unspecified)	-5.2%
COc1cc(N2CCCC2)c(OC)cc1/C=c1/sc2nc3ccccc3n2c1=O	0.0%
O=C1CCCC2=C1C(c1c(Cl)nc3sccn13)C1=C(CCCC1=O)N2	-5.0%
O=C(CSc1nc2[nH]ncc2c(=O)n1-c1ccccc1)N1CCCCCC1	0.5%
COc1cc2c(cc1OC)C(Cc1ccc(O)c(Oc3ccc(C[C@H]4c5cc(OC)c(OC)cc5CCN4C)cc3)c1)N(C)CC2 (stereo partly specified)	-5.4%
CC(/C=C/c1ccc2c(c1)OCO2)=N/NC(=O)C1COc2ccccc2O1 (stereo unspecified)	-7.0%
CCCCCOc1ccc(/C=c2\sc3ncnn3c2=O)cc1	-4.6%
CCSc1nnc2n(N)c(=O)c3ccccc3n12	-9.5%
C/C(N)=C(/C#N)C(=O)CSc1nc2ccccc2c(=O)n1-c1ccc(C)cc1	-18.4%
Cc1ccccc1CNc1ncnc2c1ncn2C1OC(CO)C(O)C1O (stereo unspecified)	-5.1%&-8.4%
OCC1O[C@H](O)C(Cl)C(O)C1O (stereo partly specified)	-8.8%

# Quoted from the listing.
# KAT2A inh, O=C1NC(Cc2ccccc2)c2nc3cc(F)ccc3c(=O)n2-c2cc(Cl)ccc21 (stereo unspecified) → 2.0%
# KAT2A inh, CCOC(=O)C1CCN(C(=O)c2cn(-c3ccccc3)nc2-c2cccnc2)CC1 → -14.5%
# KAT2A inh, COc1ccc(C)cc1NC(=O)c1ccc(-c2ccc(C(C)=O)cc2)o1 → -6.9%
# KAT2A inh, O=C1CCCC2=C1C(c1c(Cl)nc3sccn13)C1=C(CCCC1=O)N2 → -5.0%
# KAT2A inh, CCCn1c2c(c(O)c(C(=O)Nc3ccccn3)c1=O)CCCC2 → -1.0%

# Next records follow:
mol	KAT2A inh
CC1CC(=O)N(CC(=O)Nc2ccc(F)cc2F)c2ccccc2S1 (stereo unspecified)	1.3%
CN(C)[C@H]1C(=O)C(C(=O)NCN2CCCC2)=C(O)[C@]2(O)C(=O)C3=C(O)c4c(O)cccc4[C@](C)(O)[C@H]3C[C@H]12	1.78µM*
C=Cc1c(C)/c2[n-]/c1=C\c1[n-]c(c(CC)c1C)/C=c1\[n-]c3c(c1C)C(=O)C(C(=O)[O-])C=3c1[n-]c(c(C)c1CCC(=O)[O-])\C=2.[Cu].[Na+].[Na+] (stereo unspecified)	2.51µM*
O=C(O)CC12CSc3[nH]c(=O)sc3C1c1ccccc1OC2=O (stereo unspecified)	-13.3%
Cc1ccc2[nH]c3c(c2c1)CN(C(=O)CN1CCN(c2ccccc2)CC1)CC3	-5.6%
O=c1cc(-c2cccc(-c3ccc(C(F)(F)F)cc3)c2)c2cc3c(cc2o1)OCO3	-3.8%
COc1ccc2c(c1)O[C@H](c1ccc3c(c1)OCO3)[C@@H](OC(=O)N[C@H](C)C1CCCCC1)C2=O	-4.1%
O=C(Nc1ccccc1Cl)c1cccc(NS(=O)(=O)c2ccccc2)c1	-3.2%
COc1ccc(-n2c(=S)[nH]c3sc4c(c3c2=O)CCc2ccccc2-4)cc1	-26.7%
O=C(CSc1ncnc2c1cnn2CCc1ccccc1)Nc1ccc(F)cc1	-8.5%
CC(C)C(C)NC(=O)COC(=O)c1cc(S(=O)(=O)N(C)C)ccc1N1CCCC1 (stereo unspecified)	-6.2%
CC[n+]1c(C)sc2sc3ccccc3c21	?
